S2 tox = viability counter-screen for ATXN expression inhibitors; hit rate 0.49% among 400,000; Potency, µM (titrated, usually from 56.7 µM), actives largely listed as cytotoxic; AID 651635; S2 cells (HEK-293 line with an ATXN2-luciferase reporter) viability, CellTiter-Fluor protease fluorescence, 24 h; further: potency means the concentration at half of the fitted maximal effect; nearly all actives have a fitted effect of over 40% in size
HT1080 IDH1KD tx = kills HT-1080 cells with IDH1 knockdown; HT-1080 IDH1 knockdown viability, ATP luminescence, 48 h; Potency, µM (doses to about 46.1 µM), inactives show top-dose activity, negative = toxicity, most hits filed as cytotoxic; hit rate 2% among 360,000;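 further: potency means the concentration at half of the fitted maximal effect; 0% = DMSO wells and -100% = cell-free medium wells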
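After a 2 h attachment period, IDH1KD HT-1080 cells took pin-transferred compound for 48 h at 37 °C; ATP-based luminescence after 10 min room-temperature reagent incubation reported viability.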
MCF10A rereplic = induces DNA re-replication in MCF 10a normal breast cells. MCF 10A DNA re-replication, Hoechst nuclear intensity, 48 h. Potency, µM (highest dose often 46.1 µM), for inactives: top-dose activity, positive = re-replication, most hits filed as activators. hit rate 2.9% among 350,000; further: potency means the concentration at half of the fitted maximal effect; % of control where 0% means no effect; nearly all actives have a fitted effect of over 50% in size
SW480 rereplic = induces DNA re-replication in SW480 colon adenocarcinoma cells | SW480 DNA re-replication, Hoechst DNA content imaging, 48 h | Potency, µM (top dose mostly 46.1 µM), for inactives: at the top dose re-replication activation, usual class: activators | hit rate 1.8% among 340,000 | AID 624297; further: potency means the concentration at half of the fitted maximal effect; % of control where 0% means no effect; nearly all actives have a fitted effect of over 55% in size
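Quantitative HTS format with DMSO vehicle controls; 48 hr drug incubation at 37 C, then 40 min Hoechst staining and scanning imager measurement at 405 nm excitation.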
KB-3-1 cytotox = kills parental KB-3-1 adenocarcinoma cells | KB-3-1 viability, CellTiter-Glo ATP luminescence, 72 h | Potency, µM (titrated, usually from 46.1 µM), inactives show at the highest dose activity change, negative = cytotoxic, usual class: cytotoxic | hit rate 1.4% among 400,000 | AID 1347075; further: potency means the concentration at half of the fitted maximal effect; on the % scale 0 is the no-effect control and ±100 the full control effect; nearly all actives have a fitted effect of over 60% in size
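Here the drug-naive KB-3-1 line serves as comparator for MDR sub-line selectivity; cells received compound titrations, 72 h at 37 °C, then CellTiter-Glo readout.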
HT1080-NT tox = kills 2HG-producing HT-1080-NT fibrosarcoma cells; HT-1080-NT fibrosarcoma viability, CellTiter-Glo ATP luminescence, 48 h; Potency, µM (doses to about 46.1 µM), for inactives: at the top dose activity, negative = less viability, hits mostly cytotoxic; hit rate 1.6% among 360,000; AID 686970;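 further: NT is the 2HG producing partner of a matched IDH1 knockdown line; potency means the concentration at half of the fitted maximal effect; 0% = DMSO-treated cells and -100% = media-only wells without cells; nearly all actives have a fitted effect of over 55% in size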
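750 cells/well, RPMI + 5% FBS; 2 h settle, compound pin-transfer, 48 h at 37 degrees C. CellTiter-Glo 10 min RT, luminescence. Normalized to DMSO and media-only wells.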
ATXN2 expr inh = reduces ATXN2 reporter expression in HEK-293 cells | hit rate 0.72% among 360,000 | Potency, µM (doses to about 57 µM), without a hit: at the highest dose activity change, negative = inhibition, hits mostly inhibitors | HEK-293 ATXN2-luciferase reporter, luminescence, 24 h; further: potency means the concentration at half of the fitted maximal effect; on the % scale 0 is the no-effect control and ±100 the full control effect; nearly all actives have a fitted effect of over 55% in size
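qHTS (up to 57 uM final) was run with 24 h compound exposure of reporter cells at 37 °C. Each well was multiplexed: SteadyGlo luminescence measured ATXN2-luciferase expression after a fluorogenic Gly-Phe-AFC viability readout (25 uM final).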
IL1B secr inh = inflammasome signaling inhibition, IL-1 beta readout; THP-1 LPS/ATP IL-1B secretion, AlphaLISA, 16 h; hits give low values; activity change, % at 57.5 µM; hit rate 4.7% among 360,000; AID 743279; in the data active means activity change below about -50%; inconclusive means mostly about -30% to -49%; further: on the % scale 0 is the no-effect control and ±100 the full control effect
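THP-1 cells pretreated 1 hr with compounds (up to 57.5 uM final), then stimulated with LPS (250 ng/mL final) plus ATP (1.25 mM final); secreted IL-1B measured by AlphaLISA after 16 hr, decreased signal indicating inhibition.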
HepG2 tox = kills HepG2 cells in TGF-b inhibitor counter-screen. HepG2 CAGA-GFP viability, ATP luminescence, 18 h. Potency, µM (doses to about 46.1 µM), inactives show at the highest dose activity change, negative = cytotoxicity, most hits filed as cytotoxic. hit rate 0.76% among 410,000. AID 588856; further: potency means the concentration at half of the fitted maximal effect; some results filed as inactive show a strong effect at the top dose
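HepG2 CAGA-GFP cells (1000/well, DMEM with 1% FBS) received compound, then TGF-beta at 500 pg/mL final, and were incubated 18 hours at 37 degrees C. Viability was read by CellTiter-Glo luminescence. Media-only wells were set as complete cell-killing and DMSO as no toxicity.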
* hit, by the source's call; i = inactive; ? = inconclusive; / = no result given; [ ] = remark or other dose. Unless noted, the call rests on the fitted dose curve; in most records, active means well fitted curve in the direction sought with a large enough effect; inconclusive means small, poorly fitted or top-dose-only effect, or another doubt; inactive means no such curve, though single readings can be large; an effect the other way counts as inactive or inconclusive.

Keys: A = S2 tox; B = HT1080 IDH1KD tx; C = MCF10A rereplic; D = SW480 rereplic; E = KB-3-1 cytotox; F = HT1080-NT tox; G = ATXN2 expr inh; H = IL1B secr inh; I = HepG2 tox
COc1ccc(NS(=O)(=O)c2ccc3c(c2)NC(=O)C(C)S3)cc1 (configuration not stated)
  A = i | B = -13% | C = 3% | D = -12% | E = ? | F = -9% | G = -10% | H = 48 | I = -9%
O=[N+]([O-])c1cc(Cl)cc(C2=NCCN2)c1
  A = i | B = -22% | C = ? | D = ? | E = -3% | F = -2% | G = -32% | H = 6 | I = -25%
Cc1ccc(OCC(=O)NCc2cccs2)c([N+](=O)[O-])n1
  A = i | B = 20% | C = -16% | D = -4% | E = 5% | F = 14% | G = 5%[11.3 µM] | H = -11 | I = 17%
O=C(NCc1nnc(SCC(=O)N2CCC(Cc3ccccc3)CC2)o1)c1ccccc1F
  A = i | B = -5% | C = -1% | D = -3% | E = -1% | F = -15% | G = -16% | H = 1 | I = -23%
CCOc1cc(C(=O)Nc2cc3c(cc2N2CCCC2)n(C)c(=O)n3C)cc(OCC)c1OCC
  A = i | B = 0% | C = 20% | D = 15% | E = -1% | F = -3% | G = 2% | H = 0 | I = -9%
CCC1CCCCN1Cc1c(O)ccc2c(=O)c(-c3ccccc3)coc12 (configuration not stated)
  A = ? | B = ? | C = 17% | D = 12% | E = 3% | F = ? | G = -32% | H = 3 | I = 3%
Cc1cc(NS(=O)(=O)c2cccc([N+](=O)[O-])c2)no1
  A = i | B = 18% | C = -9% | D = -6% | E = 23% | F = 14% | G = 18% | H = 0 | I = 3%
COc1ccc(Cc2nnc(SCC(=O)c3ccc(OC)cc3)o2)cc1
  A = i | B = 19% | C = 6.5µM* | D = -20% | E = 0% | F = 0% | G = -2% | H = ? | I = -4%
O=C(O/C(=C/c1ccccc1)C(F)(F)F)c1ccccc1
  A = i | B = 20% | C = / | D = / | E = 14% | F = 6% | G = -7% | H = 4 | I = 1%
CCCCCNC(=O)C1C(=O)Nc2ccccc2C(=O)N1c1ccc(OC)cc1 (configuration not stated)
  A = / | B = -19% | C = / | D = / | E = -4% | F = 5% | G = / | H = -14 | I = /
Cc1cc(Nc2ccc(Cl)cc2)n2nnnc2n1
  A = i | B = 13% | C = -1% | D = -7% | E = 5% | F = 0% | G = -9% | H = 26 | I = -6%
CCCCc1c(-c2cccc(F)c2)ncn1CCc1ccccc1OC
  A = / | B = ? | C = / | D = / | E = ? | F = ? | G = ? | H = -74* | I = /
NC(=O)c1ccccc1NS(=O)(=O)c1ccc2c(c1)OCCO2
  A = / | B = 2% | C = 9% | D = -16% | E = -1% | F = 3% | G = / | H = 0 | I = -5%
Cc1ccc(OS(=O)Nc2cccc3nccnc23)cc1 (configuration not stated)
  A = i | B = 11µM* | C = 0% | D = 26% | E = -13% | F = 11µM* | G = -33% | H = 9 | I = 16µM*
COCc1cccc(NC(=O)Cc2cccc3ccccc23)c1
  A = i | B = ? | C = 6% | D = -13% | E = -17% | F = -4% | G = -13% | H = -4 | I = -28%
O=C(CSc1nc2c([nH]c3ccccc32)c(=O)n1-c1ccc(Cl)cc1)N1CCc2ccccc21
  A = i | B = / | C = / | D = / | E = 0% | F = / | G = 11% | H = / | I = -9%
Cc1cc(N2CCN(C)CC2)nc2ccc(NC(=O)CCC(=O)NCCC3=CCCCC3)cc12
  A = ? | B = 12% | C = 3% | D = 0% | E = 15% | F = 2% | G = 5% | H = 22 | I = 6%
Cc1cccc2cc(-c3nc4ccc(C(=O)O)cc4[nH]3)c(=O)oc12
  A = i | B = -7% | C = 8% | D = 29% | E = 0% | F = 0% | G = -4% | H = 19 | I = -31%
CCCCNC(=S)N(Cc1ccco1)Cc1cc2cc3c(cc2[nH]c1=O)OCCO3
  A = ? | B = 5% | C = 1% | D = 8% | E = -2% | F = 6% | G = 2% | H = 31 | I = 2%
COc1ccc(CN(C(=O)Cn2nnc3ccccc32)C(C(=O)NC(C)(C)C)c2ccco2)cc1 (configuration not stated)
  A = ? | B = 8% | C = -3% | D = -2% | E = 6% | F = -1% | G = 4% | H = 8 | I = -1%
CCN(CC)C(=O)CSc1nc(O)cc(=O)n1-c1ccccc1OC
  A = i | B = 0% | C = -10% | D = -2% | E = 5% | F = 1% | G = -8% | H = -26 | I = 21%
CCc1c(O)nc(SCC(=O)Nc2ccccc2C)n(-c2ccc(C)cc2)c1=O
  A = i | B = 0% | C = 0% | D = -15% | E = 5% | F = 4% | G = 4% | H = -4 | I = 0%
C=CCn1c(Cc2ccc(OC)cc2)nnc1SCC(=O)NCCc1ccccc1
  A = i | B = 14% | C = 0% | D = -1% | E = -11% | F = 10% | G = -4% | H = 6 | I = -15%
O=C(CCCCCNC(=O)c1ccccc1)N/N=C/c1ccccc1
  A = i | B = -7% | C = 0% | D = -8% | E = -9% | F = 2% | G = -3% | H = 99 | I = -17%
O=C(c1cccc(S(=O)(=O)N2CCN(c3ccccc3)CC2)c1)N1CC=C(c2ccccc2)CC1
  A = i | B = 4% | C = 9% | D = -9% | E = -16% | F = 15% | G = -6% | H = -19 | I = 3%

Looked up by structure from the list above (three):
Keys: A = S2 tox; B = HT1080 IDH1KD tx; C = MCF10A rereplic; D = SW480 rereplic; E = KB-3-1 cytotox; F = HT1080-NT tox; G = ATXN2 expr inh; H = IL1B secr inh; I = HepG2 tox
O=C(c1cccc(S(=O)(=O)N2CCN(c3ccccc3)CC2)c1)N1CC=C(c2ccccc2)CC1
  A = i | B = 4% | C = 9% | D = -9% | E = -16% | F = 15% | G = -6% | H = -19 | I = 3%
COc1ccc(Cc2nnc(SCC(=O)c3ccc(OC)cc3)o2)cc1
  A = i | B = 19% | C = 6.5µM* | D = -20% | E = 0% | F = 0% | G = -2% | H = ? | I = -4%
O=C(NCc1nnc(SCC(=O)N2CCC(Cc3ccccc3)CC2)o1)c1ccccc1F
  A = i | B = -5% | C = -1% | D = -3% | E = -1% | F = -15% | G = -16% | H = 1 | I = -23%

The list goes on.
Keys: A = S2 tox; B = HT1080 IDH1KD tx; C = MCF10A rereplic; D = SW480 rereplic; E = KB-3-1 cytotox; F = HT1080-NT tox; G = ATXN2 expr inh; H = IL1B secr inh; I = HepG2 tox
Cc1ccc(CC(NC(=O)c2ccccc2)C(=O)NC(Cc2ccccc2)C(=O)O)cc1 (configuration not stated)
  A = ? | B = 29% | C = -5% | D = -1% | E = -2% | F = 2% | G = -22%[11.3 µM] | H = 8 | I = 1%
CCOC(=O)c1cccc(NC(=O)c2cc(C)nc3c2c(C)nn3-c2ccc(C)cc2)c1
  A = i | B = / | C = / | D = / | E = -15% | F = / | G = -10% | H = / | I = 4%
CCCNc1ncnc2c1cnn2C1CCCCO1 (configuration not stated)
  A = i | B = -5% | C = -2% | D = 1% | E = 20% | F = 0% | G = 6% | H = -7 | I = -3%
O=C(NCc1ccccc1)c1cc(S(=O)(=O)N2CCOCC2)ccc1F
  A = i | B = -2% | C = 16% | D = 8% | E = 1% | F = -6% | G = 0% | H = 20 | I = -31%
O=C(O)CCC(=O)Nc1ccc(N=Nc2ccccc2)cc1
  A = i | B = 2% | C = 0% | D = -1% | E = 8% | F = 2% | G = 18% | H = 88 | I = -5%
O=C(N/C(=C\c1cccc(Br)c1)C(=O)N1CCOCC1)c1ccco1
  A = ? | B = 18% | C = -10% | D = 0% | E = -6% | F = 18% | G = ? | H = 0 | I = 6%
NC1=NC(=O)S/C1=C\c1ccc(F)cc1
  A = i | B = ? | C = 6% | D = -1% | E = -19% | F = 23µM* | G = 20% | H = -8 | I = -29%
Cc1ccccc1CNC(=O)c1ccc(Cn2c(SCc3ccccc3)nc3cccnc32)cc1
  A = ? | B = / | C = / | D = / | E = -23% | F = / | G = 12% | H = / | I = -33%
O=C(NCc1ccc(/C=N\NC(=O)C(=O)Nc2ccccc2Br)o1)C(=O)Nc1ccccc1
  A = i | B = 11% | C = 10% | D = 1% | E = 16% | F = 7% | G = / | H = 32 | I = -21%
COc1cccc(C2C(C(=O)OC(C)C)=C(C)N=c3s/c(=C\c4ccc(C(=O)O)cc4)c(=O)n32)c1 (configuration not stated)
  A = i | B = -18% | C = -8% | D = ? | E = 0% | F = -13% | G = -23% | H = -7 | I = -1%
O=C(CN1C(=O)c2ccccc2C1=O)NCCOc1ccccc1
  A = i | B = -1% | C = 1% | D = -6% | E = -2% | F = 4% | G = / | H = 3 | I = -3%
Cc1ccccc1NC(=O)c1cc2c(-c3ccccc3)nn(-c3ccccc3)c2s1
  A = i | B = / | C = / | D = / | E = 17% | F = / | G = 13% | H = / | I = -4%
CC(C)c1nc2n[nH]c(N)c2c2c1CSC(C)(C)C2
  A = i | B = -4% | C = 0% | D = -6% | E = -10% | F = -6% | G = 4% | H = -28 | I = 5%
CCc1cccc(NC(=O)CN(C)S(=O)(=O)c2cnc[nH]2)c1
  A = i | B = 1% | C = -3% | D = -2% | E = 18% | F = -3% | G = -4% | H = 20 | I = -17%
Cc1nc(CN2CCCCC2)c(O)c(=O)[nH]1
  A = i | B = -6% | C = 4% | D = -5% | E = -5% | F = -5% | G = -15% | H = 0 | I = -10%
COCCC1CCCCN1C(=O)c1ccc(OC)c(OC2CCN(C(C)=O)CC2)c1 (configuration not stated)
  A = i | B = 17% | C = 0% | D = 0% | E = -1% | F = 4% | G = 7% | H = 0 | I = -4%
O=C(NCc1cccnc1)c1ccc(CS(=O)(=O)c2ccc(Cl)cc2)o1
  A = i | B = -3% | C = 3% | D = 2% | E = -5% | F = -3% | G = -2% | H = 6 | I = 11%
COc1ccccc1CNC(=O)CNC(=O)c1cn(-c2ccccc2OC)c(=O)c2ccccc12
  A = i | B = 16% | C = 0% | D = 2% | E = 17% | F = 22% | G = -4% | H = 1 | I = 14%
CCCCC(C(=O)NC1CCCC1)N(C(=O)c1snc(C(N)=O)c1N)c1ccc(C)cc1 (configuration not stated)
  A = i | B = -10% | C = ? | D = 12% | E = -5% | F = 0% | G = -6% | H = -17 | I = 1%

Screening results as filed in PubChem BioAssay.
